Bioassay records: PubChem, Small Molecule Screening Facility, UW Madison
RMI FANCM FP = inhibitors of human RMI core complex binding to FANCM MM2 | Fluorescence polarization, RMI core complex with F-MM2 peptide; stronger effect = lower value | FP signal (polarization) at 33 µM | actives 0.58% (n = 70,000); in the data active = FP signal below about 40; note: inactives centre near 61; strong numbers were not always called active; unit not given here
The depositor's hits bear a star; & = joins results of further samples. The list is partial. The share of hits here may be higher or lower than overall.

compound	RMI FANCM FP
COc1ccc(N2CCN(C(CNS(=O)(=O)c3c(C)cc(C)cc3C)c3cccnc3)CC2)cc1 (centres undefined)	57
CCCN(CCC)S(=O)(=O)c1ccc(C(=O)Nc2nc(-c3ccc(OC)c(OC)c3)cs2)cc1	71
CC(=O)c1cc(C(=O)OCC(=O)Nc2cccc(Cl)c2C)c2ccccn12	72
CCOCC(=O)Nc1ccc(-c2nc3cccnc3s2)cc1	59
CCCCc1ccc(NC(=O)CN2C(=O)CSCC2=O)cc1	62
CCOc1cc(Cl)c(S(=O)(=O)Nc2ccc3cn[nH]c3c2)cc1Cl	64
N=C(N)SCc1cccc(CSC(=N)N)c1F	64&66
CS(=O)(=O)c1ccc(Cl)c(NC(=O)c2cccnc2)c1	60
CCOC(=O)c1sc(N=Nc2sc(N)nc2-c2ccccc2)c(C(=O)OCC)c1C	53
COc1ccccc1CNC(=O)Nc1c[nH]c2ccccc12	62
Cc1cc(C)nc(SCNC(=O)c2ccccc2)n1	59
CCOC(=O)C1=C(C)NC(=O)CC1c1cccc([N+](=O)[O-])c1 (centres undefined)	58
COc1cccc(NC(=O)Cn2nc(Nc3ccc(C)cc3)c(S(=O)(=O)c3ccccc3)c2N)c1	60
O=C(NC(=S)N1CCN(c2ccc(F)cc2)CC1)c1cccs1	73
Cc1cc(I)c[nH]c1=O	55
O=C(Cc1ccccc1)NCc1nnc(SCc2ccc(Br)cc2)n1-c1ccc(Br)cc1	58
O=c1[nH]cnc2c1oc1ccccc12	69
CCOC(=O)C1CCN(C(=O)CC2CSc3nc(C(C)C)cc(=O)n32)CC1 (centres undefined)	66
Nc1nnc(Sc2cc3c(cc2[N+](=O)[O-])C(=O)NC3=O)s1	54
COc1ccc(-c2coc3cc(OC)ccc3c2=O)cc1	60
Fc1ccc(CN2CCCN(C(=S)NC3CCCCC3)CC2)cc1	54
CC(C)C(=O)NCC1CCN(C2CCCC2)CC1	73
Cc1noc(C)c1S(=O)(=O)NCCOc1cc(N2CCOCC2)ncn1	62
CCOC(=O)c1csc(NC(=O)c2ccn(C)n2)n1	66
CCOC(=O)c1ccc(NC(=O)CSc2nc(N)c(NC(=O)c3ccc(OC)c(OC)c3)c(=O)[nH]2)cc1	56
O=C(O)c1ccc(C(=O)O)c(C(=O)c2ccccc2)c1	57
COc1coc(C(=O)N2CCN(c3cc(C)ccc3C)CC2)cc1=O	61
CCOC(=O)N1CCc2c(sc(NC(=O)c3cccc(C)c3)c2C(N)=O)C1	65
C=CCn1c(SCC(=O)N2CCCC2)nc2scc(-c3ccc(C)o3)c2c1=O	69
CCOc1ccc(-c2csc(/C(C#N)=C/Nc3ccc(F)cc3F)n2)cc1	69
COc1ccc(-c2cc(-c3ccccc3)c(-c3ccccc3)nn2)cc1CN1CCOCC1	51
CN1CCN(c2nc3ccc(NC(=O)c4ccc([N+](=O)[O-])o4)cc3s2)CC1	64
O=C(NCCN1CCn2cc(OCc3ccccc3)c(=O)cc2C1=O)c1ccc[nH]c1=O	60
Cc1ccc(Cl)cc1S(=O)(=O)NCC1CCN(C2CCCC2)CC1	84
O=C(c1cccs1)N1CCc2ccc(NC(=O)C34CC5CC(CC(C5)C3)C4)cc2C1	70
CCCSc1ncccc1C(=O)O	54
CCOC(=O)c1c(C)n(C)c2ccc(OC(=O)c3cccs3)cc12	66
CN1CCN(CC(O)Cn2c(N3CCOCC3)nc3c2c(=O)n(C)c(=O)n3C)CC1 (centres undefined)	48
CCCC(=O)Nc1ccc(S(=O)(=O)NCCn2ncccc2=O)cc1	64
Cc1cc(C(=O)NNC(=O)C2CCN(c3nccc(C(F)(F)F)n3)CC2)nn1C(C)(C)C	57
O=C(N1CCCCCC1)N1CCN(C(=O)N2CCCCC2)CC1	67
CS(=O)(=O)Nc1ccccc1Oc1ccc(Cl)cc1Cl	55
CC(C)(C)CC(=O)NCCn1ncc2c(=O)n(Cc3ccc(Cl)cc3)cnc21	66
Cc1ccccc1NC(=O)NC1CS(=O)(=O)CC1Cl (centres undefined)	60
O=C1CSC(=Nc2ccccc2C(F)(F)F)N1	60
CCc1ccc(-c2cc3c(=O)n(Cc4nc(-c5ccc(OC)cc5OC)no4)ccn3n2)cc1	66
Cn1c(=NC(=O)c2ccno2)sc2ccc3ccccc3c21	63
Cc1cc(-c2nnc(CN3CCCCC3)o2)ccc1[N+](=O)[O-]	57&54
CC1CC(C)CN(S(=O)(=O)c2ccc(F)c(Cl)c2)C1 (centres undefined)	54
O=C(CSc1nnc(-c2cccc(S(=O)(=O)N3CCOCC3)c2)o1)c1ccc(F)cc1	61
O=C(c1ccc(Cl)cc1)N1CCN(CCOc2ccccc2)CC1	63
COc1cc(CSc2nnc(-c3ccncc3)o2)cc(OC)c1	56
Cc1cc(C)cc(OCCNS(=O)(=O)c2cccc(C(F)(F)F)c2)c1	63
CC(C)(C)c1ccc(NC(=O)NC(=O)c2ccc([N+](=O)[O-])s2)cc1	52
CC1(NC(=S)Nc2ccccn2)CCS(=O)(=O)C1 (centres undefined)	59
COC(=O)c1ccc(CSc2ncc(CO)n2Cc2ccc(Cl)cc2)o1	52

Next part:
compound	RMI FANCM FP
CS(=O)(=O)N1CCC(C(=O)N2CC(=O)Nc3ccccc32)CC1	68
O=C(C1CCN(c2ccc(-c3ccccc3)nn2)CC1)N1CCN(CCc2ccccc2)CC1	60
O=C(Nc1nccs1)c1cccc(Cl)c1	56
CCOc1ccc(NCC(O)Cn2c3ccccc3n3c(=O)cc(C)c(C#N)c23)cc1 (centres undefined)	57
C=NC(C(=O)NC1C(=O)N2C1SC(C)(C)C2C(=O)O)c1ccccc1 (centres undefined)	64
COc1ccc2ncc3c(-c4ccccc4)c(C(=O)NCCCc4ccco4)sc3c2c1	64
COc1ccc2nc(-c3cccc(NS(=O)(=O)c4ccc5c(c4)OCCO5)c3)cn2n1	66
Cc1ccc(NC(=O)CN2CCC(C(=O)Nc3ccc4c(c3)OCCO4)CC2)c(C)c1	59

Grouped by structure: the compounds so far containing a CF3 group
compound	RMI FANCM FP
Cc1cc(C(=O)NNC(=O)C2CCN(c3nccc(C(F)(F)F)n3)CC2)nn1C(C)(C)C	57
O=C1CSC(=Nc2ccccc2C(F)(F)F)N1	60
Cc1cc(C)cc(OCCNS(=O)(=O)c2cccc(C(F)(F)F)c2)c1	63

Following part.
compound	RMI FANCM FP
Cc1ccc(-c2cc3c(=O)n(CC(=O)Nc4ccccc4C(F)(F)F)ncn3n2)cc1C	112
Cc1nc2scc(C)n2c(=O)c1NC(=O)c1cc2cc(Br)ccc2oc1=O	53
COc1ccccc1C1C2=C(Nc3nnnn31)c1ccccc1OC2c1ccsc1 (centres undefined)	60
Cc1cc(C)n(-c2ccc(-n3cccc3C=C(C#N)C#N)cc2)n1	54
Cc1ccc(-n2ncc3c(C)nnc(SCC(=O)NCC4CCCO4)c32)cc1C (centres undefined)	62
CC(C)c1ccc(NC(=O)C(=O)NCCN2CCN(c3ccccc3F)CC2)cc1	65
CC1=CC(=O)CC(C)(C)C1(O)/C=C/C(C)=C\C(=O)O (centres undefined)	55
CN(Cc1ccco1)S(=O)(=O)c1ccc(C(=O)Nc2sc3c(c2C#N)CCCCC3)cc1	54
CCOC(=O)c1ccccc1NC(=O)Cn1cnc2c(-c3ccccc3)csc2c1=O	70
N/C(Cc1ccccc1)=N/O	62
CCCn1nc(-c2ccco2)c2sc(N3CCCC3)nc2c1=O	68
CC(C)NC[C@H](O)c1ccc(O)c(O)c1	55&45
O=C(CS(=O)(=O)Cc1ccccc1)Nc1nc(-c2cc([N+](=O)[O-])cs2)cs1	64
CCOC(=O)CSc1nnc(C)c(=O)[nH]1	57
O=C(Nc1ccccc1Br)c1cc(S(=O)(=O)NCc2ccccc2Cl)ccc1F	58
O=C(Nc1ncc(Cc2ccc(F)cc2)s1)C1COc2ccccc2C1 (centres undefined)	99
Cc1ccc(Nc2nc3c(S(=O)(=O)c4ccccc4)nnn3c3ccc(Cl)cc23)c(C)c1	61
Cc1ccc(NC(=O)c2ccc3c(c2)CC(c2ccccc2)OC3=O)cc1 (centres undefined)	61
Cc1noc(C)c1C(=O)O/N=C(/N)COc1ccc(-c2nnco2)cc1	51
CC(C)(C)C(=O)CC(N)=NC(=O)c1ccc(Cl)cc1	55
O=C(c1cc([N+](=O)[O-])ccc1Cl)N1CCN(c2ncnc3c2nnn3-c2cccc(F)c2)CC1	53
NC(=O)c1cc(-c2ccccc2)sc1NC(=O)c1ccc2ncsc2c1	63
Nc1nc(SCC(=O)Nc2cc(Cl)ccc2Cl)ncc1S(=O)(=O)c1cccs1	77
COc1ccc2nc(N3CCN(C(=O)C(c4ccccc4)c4ccccc4)CC3)sc2c1	63
S=c1sc2ccccc2n1CCn1c(=S)sc2ccccc21	57
CCc1cccc(CC)c1-n1ccnc1SCC(N)=O	57
COC(=O)Nc1nc(CC(=O)N2CCN(c3ncccn3)CC2)cs1	65
O=C(Nc1ccc(-c2ccc3nnc(-c4ccccn4)n3n2)cc1)c1cccnc1Cl	70
CC(C)(C)c1ccc(OCC(N)=NC(=O)c2ccc(OC(F)(F)F)cc2)cc1	63
O=C(Nc1ccccc1)Nc1nc(CCC(=O)N2CCN(c3ccccc3)CC2)cs1	67
c1ccc(-n2nnnc2SSc2nnnn2-c2ccccc2)cc1	57
Cc1cc(NC(=O)CCS(=O)(=O)c2ccc(F)cc2)on1	64
Nc1nc(N)c(Br)c(=O)[nH]1	56
CNc1nn(CC(=O)Nc2ccc(Br)cc2)c(N)c1-c1nc(-c2ccccc2C)no1	87
CCOC(=O)C1CCN(S(=O)(=O)CCNC(=O)c2ccc(F)cc2)CC1	62
COc1ccc(-c2nc(CCNC(=O)CC3CCCC3)cs2)cc1OC	58
CCOC(=O)c1cc(-c2ccccc2)n(-c2ccccc2)c1C	61
Cc1sc(NC(=O)/C=C/c2ccc([N+](=O)[O-])cc2)nc1-c1ccccc1	81
CCN(CC)c1ccc(NC(=O)CCCn2nc(-c3cccs3)ccc2=O)c(C)c1	63
Cc1cccc(C(=O)NCCOc2ccc3nnc(-c4ccc(F)cc4)n3n2)c1	72
COc1ccc(/C=N\N=C2\NC(=O)C(CC(=O)Nc3sc4c(c3C#N)CCCC4)S2)cc1 (centres undefined)	58
CCOc1ccc(-c2cc3c(SCc4ccccc4C)nccn3n2)cc1Cl	79
CCC(=O)Nc1ccc(SCC(=O)c2ccc(C)cc2C)nn1	97
CC1=CCC2[C@]3(C)C1=CC(=O)OC3CC1C(C)(C)C[C@H](O)[C@H](O)[C@@]12C (some centres undefined)	59
CC1(C)S[C@H](CNC(=O)Cc2ccccc2)N[C@H]1C(=O)O	54
COc1ccc(-c2ccc(N3CCC(C(=O)Nc4cccnc4)CC3)nn2)cc1	72
COc1ccc(C(C)C)cc1S(=O)(=O)Nc1ncn[nH]1	67
O=S(=O)(NC1CCCCC1)c1ccc(Cl)cc1I	57

Of the compounds above, five contain a cyano group.
compound	RMI FANCM FP
CCOc1ccc(-c2csc(/C(C#N)=C/Nc3ccc(F)cc3F)n2)cc1	69
CCOc1ccc(NCC(O)Cn2c3ccccc3n3c(=O)cc(C)c(C#N)c23)cc1 (centres undefined)	57
Cc1cc(C)n(-c2ccc(-n3cccc3C=C(C#N)C#N)cc2)n1	54
CN(Cc1ccco1)S(=O)(=O)c1ccc(C(=O)Nc2sc3c(c2C#N)CCCCC3)cc1	54
COc1ccc(/C=N\N=C2\NC(=O)C(CC(=O)Nc3sc4c(c3C#N)CCCC4)S2)cc1 (centres undefined)	58

Later entries:
compound	RMI FANCM FP
Nc1nc(-c2ccncc2)ncc1S(=O)(=O)Cc1ccco1	61
CCCC(=O)Nc1ccc(C(=O)N/N=C\c2c(C)[nH]c3ccccc23)cc1	79
CC1=NN(c2ccc([N+](=O)[O-])cc2)C(c2ccco2)C1 (centres undefined)	69
O=C(Nc1ccc2c(c1)CN(C(=O)C1CC1)CC2)c1cccc2ccccc12	69
COc1cc(OC)c(NC(=O)CSc2ncc(-c3ccc(F)cc3)o2)cc1Cl	82
CN(C)c1ccc(C(CNS(=O)(=O)c2ccccc2)N2CCN(c3ccccc3)CC2)cc1 (centres undefined)	61
CCN(CC)c1ccc(NC(=O)Cn2cnc3c(sc4nc(C)cc(C)c43)c2=O)c(C)c1	70
C=CCN1C(=O)C(C)(C)COc2cc(NS(=O)(=O)c3cc(C)c(OCC)c(C)c3)ccc21	70
CCOc1ccc(-c2ccc(=O)n(CCNC(=O)c3sc(-c4ccccc4)nc3C)n2)cc1	54
O=C1CCCc2oc3c(cc(NS(=O)(=O)c4ccc(Cl)c([N+](=O)[O-])c4)c4ccccc43)c21	54
COc1cc(-c2nc(=O)[nH]c3ccc(Cl)cc23)cc(OC)c1OC	59
O=S(=O)(c1ccccc1F)N1CCN(c2ccc(Cl)c(Cl)c2)CC1	51
COCC(=O)NCCOc1ccc2nnc(-c3ccccc3)n2n1	26*
CCC(CC)C(=O)N1CCN(c2ccc(-c3ccccc3C)nn2)CC1	67
O=C(CCCn1nc(-c2ccco2)ccc1=O)N(Cc1ccccc1)c1ccccc1	66
O=c1ccc(-c2cccs2)nn1CCNS(=O)(=O)c1ccccc1C(F)(F)F	53
Cc1cc(NC(=O)Cc2cccs2)n(-c2nc3c(F)cccc3s2)n1	82
CCS(=O)(=O)N1CCCc2ccc(NS(=O)(=O)c3c(C)c(C)c(C)c(C)c3C)cc21	61
